NR2E3 ag-1 = activates human photoreceptor nuclear receptor NR2E3; Q9Y5X4; GST-NR2E3/biotin-RetCOR TR-FRET, 1536-well; inhibition of corepressor binding, % at 4.78 µM; 320,000 compounds, 0.12% hits; AID 2300;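 active = percent inhibition above the cutoff of mean plus 3 SD of all tested compounds, set per screening campaign, cut at about 20% in these data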;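 also: 0% = DMSO wells and 100% = biotin wells as full block of FRET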
Target sequence (Q9Y5X4 whole entry, looked up): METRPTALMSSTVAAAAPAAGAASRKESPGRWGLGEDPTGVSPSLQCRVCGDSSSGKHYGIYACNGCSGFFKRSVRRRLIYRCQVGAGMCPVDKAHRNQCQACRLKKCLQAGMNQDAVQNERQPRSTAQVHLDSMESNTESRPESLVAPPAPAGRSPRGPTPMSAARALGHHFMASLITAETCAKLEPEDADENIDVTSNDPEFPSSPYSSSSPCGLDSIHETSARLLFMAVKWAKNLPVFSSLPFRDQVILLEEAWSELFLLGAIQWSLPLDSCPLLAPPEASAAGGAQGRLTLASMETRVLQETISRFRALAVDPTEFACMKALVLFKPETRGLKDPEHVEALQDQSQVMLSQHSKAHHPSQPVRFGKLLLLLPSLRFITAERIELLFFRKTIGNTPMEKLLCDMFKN
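System: GST-tagged NR2E3 plus biotinylated RetCOR corepressor; Amount: 1.35 nM GST-tagged NR2E3 final; Dosing: single nominal compound dose of 4.8 µM; Schedule: 5 h incubation at 4 °C; Technique: TR-FRET with europium anti-GST and streptavidin-D2, 340 nm excitation; Controls: biotin wells as high control, 0.6% DMSO wells as low control.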
CF NFkB block = blocks PAF-induced NF-kB reporter in cystic fibrosis cells; inhibition, % at 5 µM; AID 588850; KKLEB NF-kB-GFP reporter, GFP fluorescence overnight; 360,000 compounds, 0.86% hits;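 active = at least 50% inhibition at 5 µM, scaled per plate between neutral and stimulator controls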;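 also: PAF is a Pseudomonas aeruginosa culture filtrate used as stimulus; plate controls were PAF-stimulated DMSO wells for no effect and unstimulated DMSO wells for full effect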
Peg3 prom inh = inhibitors of Peg3 promoter; HeLa PEG-Prom luciferase reporter, luminescence, overnight; inhibition, % at 20 µM; 360,000 compounds, 1.7% hits;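 active = inhibition of at least 50% at 20 µM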
iPSC survival up = enhancers of human iPSC single-cell survival; hiPSC single-cell survival, ATPlite luminescence; 100% = ROCK inhibitor wells, 0% = DMSO; survival enhancement, % at 20 µM; 360,000 compounds, 0.044% hits; in the data active = survival enhancement above about 18%;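 also: cells exposed to compounds for 16 hours before the ATP read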
KKLEB tox = CF airway cell cytotoxicity counter-screen | KKLEB CF airway cells viability, ATPlite luminescence, overnight; active compounds read low; cells stimulated with P. aeruginosa culture filtrate | activity change (cytotoxicity), % at 5 µM | 360,000 compounds, 0.36% hits | AID 602141;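 active = corrected activity change at or below -50% at 5 µM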
Shn3 inh set2 = inhibitors of Schnurri-3 3'UTR reporter in osteoblasts; AID 588674; 360,000 compounds, 0.52% hits; inhibition, % at 12.5 µM; Clone20 osteoblast Shn3 3'UTR firefly luciferase, 24 h;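 active = mean inhibition of at least 75% with every replicate also reaching 75%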;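 also: 0% = median of neutral control wells and 100% = pilot-screen positive control compound; some compounds past the cut are filed as inactive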
NR2E3 ag-2 = human photoreceptor-specific nuclear receptor agonism; CHO-S Gal4-NCOR/VP16-NR2E3 two-hybrid, luciferase; inhibition of corepressor binding, % at 3.98 µM; 360,000 compounds, 0.35% hits; AID 602229;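 active = inhibition above the mean of all tested compounds plus 3 SD, cut at about 70% in these data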;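 also: 0% = DMSO with NR2E3 transfected cells and 100% = cells lacking NR2E3 construct; higher means lower luciferase signal from less NR2E3 corepressor binding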
HIF-2a block = blocks HIF-2a reporter activity | 786-0 RCC cells HIF-2a reporter, luciferase luminescence, overnight | inhibition, % at 18.8 µM | 360,000 compounds, 0.72% hits;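 active = inhibition of the luminescence signal of 40% or more relative to plate controls, in a single-dose primary screen at 18.75 µM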
aDG glyco up = alpha-DG glycosylation activation | AID 624168 | activation, % at 10 µM | 360,000 compounds, 0.22% hits | Pro5-aDG cells, alpha-DG glycosylation AlphaScreen (IIH6); 0% Pro5, 100% B10-LARGE cell signal;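 active = activation of at least 8% versus controls, or a plate z-score of at least 8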;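 also: Pro5 are CHO cells carrying HIG-tagged alpha-DG that lacks glycosylation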
TWEAK-Fn14 inh = blocks TWEAK-Fn14 interaction in a reporter cell assay. TWEAK-stimulated Fn14 reporter cells, luciferase luminescence, 8 h. inhibition, % at 10 µM. 360,000 compounds, 2% hits; in the data active = inhibition above about 50%
MITF TRPM1 inh = reduces MITF-dependent TRPM1 promoter luciferase signal; SK-MEL-5 TRPM1 promoter luciferase, 24 h; inhibition, % at 12.5 µM; 330,000 compounds, 0.83% hits;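 active = mean inhibition across replicates of 60% or more, whatever share of single replicates reaches that level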; also: values of inactives mirror those of a sister screen read the other way
An asterisk follows results filed as active; nt = not tested or not shown.

SMILES	NR2E3 ag-1	CF NFkB block	Peg3 prom inh	iPSC survival up	KKLEB tox	Shn3 inh set2	NR2E3 ag-2	HIF-2a block	aDG glyco up	TWEAK-Fn14 inh	MITF TRPM1 inh
COc1cccc(N2CCN(c3ncnc4c3[nH]c3ccc(F)cc34)CC2C)c1 (stereo not drawn)	1	88*	114*	-2.3	-15	96*	109*	27	-1.0	104*	80*
CCN(CC)c1ccc(CNC(=O)C/C(C)=N/NC(=O)COc2ccc(C)cc2Br)cc1	-3	-1	3	0.6	-4	-6	-28	0	-0.1	-9	-10
O=C(CCCc1ccccc1)c1ccc2c(c1)OCCO2	2	-10	87*	-6.4	-57*	52	64	66*	0.1	102*	77*
CC(C)(C)OC(=O)C[C@@H]1C/C=C\C[C@H](CC(=O)N[C@H](CO)Cc2ccccc2)C(=O)N[C@@H](Cc2c[nH]c3ccccc23)COC1=O	nt	4	10	0.3	-6	-20	22	20	-0.1	13	6
O=C(Cc1ccc(Cl)cc1)Nc1ccccn1	0	10	-33	-0.4	-2	-6	-13	-98	-0.2	-7	-11
COc1cccc(C2c3[nH]c4ccccc4c3CCN2Cc2cccn2-c2ncccn2)c1 (stereo not drawn)	0	5	-7	-2.7	-8	-5	-11	-31	0.4	-8	10
CCC(C)Sc1ccc([C@H]2N[C@@](CC(C)C)(C(=O)OC)[C@H]3C(=O)N(C)C(=O)[C@@H]23)cc1 (stereo partly drawn)	-2	19	14	6.8	-12	22	6	5	-0.5	4	-9
CCOC(=O)c1c(C)[nH]c(NC(=O)NNC(=O)c2ccc(OC)cc2)c1C	1	2	-8	0.5	-2	-2	-32	9	0.2	18	-3
CC(=O)Nc1ccc(C(=O)N2CCCC(c3cc(C(=O)NCc4ccc(F)cc4)no3)C2)cc1 (stereo not drawn)	nt	15	15	-2.3	-4	1	-5	12	0.3	5	nt
CCOc1ccc(C(=O)N/N=C(\c2ccccc2)c2ccccn2)cc1	-3	20	24	-2.8	-1	73	-23	-39	-0.4	-37	51
Cc1ccn2c(CNCCn3nc(C)cc3C)c(C(=O)N3CCCCCC3)nc2c1	4	-21	-1	-0.3	5	0	-12	13	-0.2	20	14
O=C(O)CSc1ncnc2sc(-c3ccccc3)cc12	2	-4	-7	-0.5	11	-12	-40	-19	0.2	21	-17
Cc1cc(NCc2ccccc2)n2ncnc2n1	3	9	-1	-0.5	-15	16	17	1	0.5	2	nt
CCCn1c(C2CCCN2c2nc(-c3ccc(C)cc3)cs2)nc2cc(Cl)c(N3CCCCC3)cc21 (stereo not drawn)	3	16	-2	-2.6	-5	15	-6	35	-0.2	16	-3
O=C(Nc1ccc2c(c1)OCCO2)C1CCN(S(=O)(=O)c2cccs2)CC1	3	-11	-4	2.4	6	18	-12	-21	-0.1	35	-17
CC(NC(=O)c1ccccc1Cl)C(=O)OCc1cn2cc(Cl)ccc2n1 (stereo not drawn)	nt	-5	-4	-0.4	9	1	-24	-4	0.0	-12	-9
Cc1ccc(C(=O)CSc2nnc(CNc3nc(-c4ccccc4)cs3)n2C)cc1	0	7	18	-1.9	2	7	-25	14	0.3	9	6
CCC/C(O)=C1\C(=O)CCCC1=NCCc1c(C)[nH]c2ccc(C)cc12	1	12	16	0.1	5	-2	-23	18	-0.1	16	0
CCOC(=O)C1CCN(c2ncnc3c(C)csc23)CC1	2	18	-171	0.1	-1	15	-5	-20	0.4	-5	-23
CC(C)c1c(C(=O)N/N=C/c2cccc3ccccc23)nnn1-c1nonc1N	-3	-1	17	0.2	-2	21	-15	-14	-0.1	21	13
COc1ccc(CCNC(=O)C(=O)NCc2ccc(Cl)cc2)cc1OC	2	8	10	2.1	-6	9	-24	7	0.1	-12	7
Cc1ccc(C(=O)/C=C/c2ccc3c(c2)OCO3)o1	3	-3	-73	-3.7	4	-31	9	-64	0.3	2	-14
CCN(C(=O)COC(=O)c1ccc2c(c1)OCO2)c1ccc(F)cc1	nt	-4	1	-1.5	-6	2	3	10	0.0	4	2
CCn1ccnc1C(O)c1ccc(N(C)C)cc1 (stereo not drawn)	1	12	-34	-0.6	-11	-11	-14	-35	0.0	-8	-12
CC(C)c1nc(SCC(=O)Nc2ccc3c(c2)OCO3)n[nH]1	0	14	13	7.2	5	10	-16	13	-0.3	1	4
CCOC(=O)c1c(C)n(OCc2ccccc2)c2ccc3c(no[n+]3[O-])c12	0	-26	32	4.5	-6	41	14	4	-0.1	-4	-4
O=C(c1ccccc1)N1CCN(c2ccc([N+](=O)[O-])c(NCc3cccnc3)c2)CC1	1	6	42	-1.2	-9	10	-6	16	0.0	12	-3
Cc1ccc(C)c(C(=O)NC2CC(C)(C)NC(C)(C)C2)c1	-2	-11	4	-2.5	-10	3	-12	13	0.4	-6	4
Cc1ccc(C(=O)C(C)OC(=O)CN2C(=O)NC3(CCCC3)C2=O)cc1 (stereo not drawn)	1	-14	-2	0.5	16	4	-8	-1	0.0	0	-2
O=C(CN1C(=O)NC(Cc2c[nH]c3ccccc23)C1=O)Nc1cccc(S(=O)(=O)N2CCOCC2)c1 (stereo not drawn)	3	-5	3	0.1	4	-4	8	9	0.4	-11	12
Cc1cc(C)c(NC(=O)c2ccc(S(=O)(=O)N(C)C)cc2)c(C)n1	-1	15	-5	1.7	-3	-22	20	-11	0.6	-3	5
CN(N=Nc1ccccc1C(=O)O)C1CCCCC1	nt	-15	-3	0.9	15	6	2	7	-0.1	-20	nt
CN1CCN(c2ccc(CNC(=O)c3ccc(-c4ccnn4C)c4ccoc34)cc2)CC1	nt	-24	-249	-1.2	-5	-68	-38	-282	0.5	3	nt
Cc1nn(-c2ccccc2)c(/N=C/c2ccc(O)cc2)c1-c1ccccc1	-1	5	-227	-2.5	-9	-63	-98	-202	0.0	-26	-83
C=C1C(=O)[C@@]23[C@H](O)C[C@@H]4C(C)(C)CC[C@H](O)[C@@]4(C)[C@@H]2CC[C@@H]1[C@H]3O	6	95*	102*	-6.5	-32	98*	66	91*	-0.5	95*	93*
CCOc1ccc(-n2c(C)c(C(C)=O)c3cc(O)ccc32)cc1	-1	57*	12	-0.3	2	4	-33	32	0.1	64*	-8
COc1ccc(CNCCS(=O)(=O)NCc2ccc(OC)cc2)cc1	nt	-27	-5	0.2	19	1	-34	16	-0.1	9	2
O=C(NCc1ccncc1)c1cccc(S(=O)(=O)Nc2ccc(SC(F)F)cc2)c1	0	-14	9	1.4	-7	17	-2	11	0.2	-8	-3
O=C(Cn1cnc(Cl)c1Cl)c1ccccc1	-3	19	2	-0.9	-10	3	-8	-6	0.0	-3	-4
COc1cccc(/C=C/C(=O)OCC(=O)Nc2ccc3c(c2)OCCO3)c1	nt	-4	1	1.7	3	-5	-1	1	-0.2	14	nt

One compound at a time (already shown). Values in the order: NR2E3 ag-1	CF NFkB block	Peg3 prom inh	iPSC survival up	KKLEB tox	Shn3 inh set2	NR2E3 ag-2	HIF-2a block	aDG glyco up	TWEAK-Fn14 inh	MITF TRPM1 inh
CCn1ccnc1C(O)c1ccc(N(C)C)cc1 (stereo not drawn) is listed as 1	12	-34	-0.6	-11	-11	-14	-35	0.0	-8	-12
Cc1nn(-c2ccccc2)c(/N=C/c2ccc(O)cc2)c1-c1ccccc1 is listed as -1	5	-227	-2.5	-9	-63	-98	-202	0.0	-26	-83

(cont.)
SMILES	NR2E3 ag-1	CF NFkB block	Peg3 prom inh	iPSC survival up	KKLEB tox	Shn3 inh set2	NR2E3 ag-2	HIF-2a block	aDG glyco up	TWEAK-Fn14 inh	MITF TRPM1 inh
Cc1ccc(-c2noc(CNC(=O)COc3ccccc3C)n2)cc1	-3	6	11	-0.4	10	-24	18	-3	-0.3	-9	-2
COc1cccc(CC(=O)N2CCCC(CO)(Cc3ccc(F)cc3F)C2)c1 (stereo not drawn)	9	4	10	0.4	-5	-15	-3	1	0.0	-16	7
COCCN1C[C@@H](CO)O[C@@H](n2cnc3c(N(C)C(C)C)ncnc32)C1	nt	-30	9	5.1	-1	-31	-6	9	-0.1	-15	nt
Cc1ccc(S(=O)(=O)N2CCOC2CNC(=O)C(=O)NCCc2ccccc2)cc1 (stereo not drawn)	0	5	17	-0.5	0	13	10	12	0.0	2	4
CCN(CC)S(=O)(=O)c1ccc2c(c1)nc(CCC(=O)Nc1ccc3c(c1)OCO3)n2C	-1	-4	-15	0.3	-5	-11	-9	-22	0.3	3	-2
Cc1ccccc1-c1nnc(SCC(=O)NCC2CCCO2)o1 (stereo not drawn)	1	-9	-3	-0.2	13	3	-7	-2	0.0	0	3
CNS(=O)(=O)c1cccc(C(=O)Nc2cccnc2)c1	2	11	1	-1.6	2	-12	-10	-2	-0.1	14	9
CCOc1ccc(C(=O)Nc2ccc3c(c2)C(=O)NC3=O)cc1	1	17	-16	-0.5	1	-10	-6	-10	0.0	-14	-8
CC1=C(C(=O)N(C(C)C)C(C)C)CC(CC(=O)NC2CCCCC2)C(=O)N1Cc1ccc(C(C)(C)C)cc1 (stereo not drawn)	nt	13	13	-1.2	-14	27	10	-8	0.2	7	nt
O=C1CCN(Cc2ccccc2)S(=O)(=O)c2ccc(C(F)(F)F)cc21	-1	-4	4	1.5	-2	0	7	10	0.2	1	-5

Gathered by group, those above with fluorine
SMILES	NR2E3 ag-1	CF NFkB block	Peg3 prom inh	iPSC survival up	KKLEB tox	Shn3 inh set2	NR2E3 ag-2	HIF-2a block	aDG glyco up	TWEAK-Fn14 inh	MITF TRPM1 inh
COc1cccc(N2CCN(c3ncnc4c3[nH]c3ccc(F)cc34)CC2C)c1 (stereo not drawn)	1	88*	114*	-2.3	-15	96*	109*	27	-1.0	104*	80*
CC(=O)Nc1ccc(C(=O)N2CCCC(c3cc(C(=O)NCc4ccc(F)cc4)no3)C2)cc1 (stereo not drawn)	nt	15	15	-2.3	-4	1	-5	12	0.3	5	nt
CCN(C(=O)COC(=O)c1ccc2c(c1)OCO2)c1ccc(F)cc1	nt	-4	1	-1.5	-6	2	3	10	0.0	4	2
O=C(NCc1ccncc1)c1cccc(S(=O)(=O)Nc2ccc(SC(F)F)cc2)c1	0	-14	9	1.4	-7	17	-2	11	0.2	-8	-3
COc1cccc(CC(=O)N2CCCC(CO)(Cc3ccc(F)cc3F)C2)c1 (stereo not drawn)	9	4	10	0.4	-5	-15	-3	1	0.0	-16	7
O=C1CCN(Cc2ccccc2)S(=O)(=O)c2ccc(C(F)(F)F)cc21	-1	-4	4	1.5	-2	0	7	10	0.2	1	-5
